Compound activity as filed in PubChem BioAssay.
UPR CHOP act: apoptotic UPR (CHOP) activation; activation, % at 10 µM; CHO-CHOP luciferase reporter, luminescence; percent of tunicamycin response over DMSO baseline; AID 449763; 330,000 tested, 0.34% active;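 active = at 10 µM dose, activation of 40% or more, normalized to positive control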;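 note: 100% = tunicamycin at 10 µg/mL and 0% = DMSO alone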
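measured by = luciferase luminescence | assay system = CHO-CHOP cells, stable luciferase reporter of PERK-eIF2a-CHOP signalling | amount = 500 reporter cells seeded per well | timing = 6 h compound exposure at 37 °C after overnight seeding | controls = positive tunicamycin 10 µg/mL, negative DMSO alone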
APJ ag: agonists of human APJ apelin receptor; 330,000 tested, 0.11% active; CHO-K1 APJ PathHunter beta-arrestin, luminescence; 0% DMSO wells, 100% apelin; P35414; activation, % at 20 µM;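 active = activation more than six SD over the plate average, tested at 20 µM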;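 note: 0% = DMSO alone and 100% = apelin-13 at 10 nM; some results filed as inactive read as strong as hits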
Target sequence (P35414 whole entry, looked up): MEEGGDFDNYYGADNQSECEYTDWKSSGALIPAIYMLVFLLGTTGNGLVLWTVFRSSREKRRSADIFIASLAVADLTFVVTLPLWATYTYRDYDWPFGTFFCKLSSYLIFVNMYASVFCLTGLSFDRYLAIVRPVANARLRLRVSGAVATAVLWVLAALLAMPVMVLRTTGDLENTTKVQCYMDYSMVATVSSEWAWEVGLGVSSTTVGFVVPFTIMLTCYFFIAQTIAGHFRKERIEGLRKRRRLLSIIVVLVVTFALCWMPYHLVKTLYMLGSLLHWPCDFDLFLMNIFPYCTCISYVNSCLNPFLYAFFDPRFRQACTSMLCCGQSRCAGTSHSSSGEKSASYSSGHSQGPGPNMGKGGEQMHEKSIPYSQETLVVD
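Test system – PathHunter CHO-K1 APJ (AGTRL-1) beta-arrestin reporter cells · Input – 1000 cells/well · Compound – single test compound dose, 20 µM final, 1% DMSO · Times – compound stimulation 90 min at 25 °C, detection 60 min · Technique – beta-gal luminescence · Read-out basis – APJ–arrestin association signal · Control set – negative DMSO alone, positive Apelin-13 at 10 nM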
Mdm2-MdmX inh: human Mdm2/MdmX binding inhibition; SaOS-2 split-luciferase Mdm2/MdmX complementation, luminescence; O15151+Q00987; inhibition, % at 8 µM; AID 485346; 330,000 tested, 3% active;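 active = inhibition of at least 50% at 8 µM in the primary screen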
APJ antag: blocks the human apelin receptor APJ; 330,000 tested, 0.32% active; CHO-K1 APJ beta-arrestin complementation, luminescence; P35414; inhibition, % at 20 µM;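 active = inhibition above about 40% at 20 µM, limit read from the data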;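 note: cells challenged with 10 nM apelin-13 agonist together with compound; plate controls were apelin-13 plus DMSO wells for no effect and DMSO wells lacking apelin-13 for full effect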
tim23-1 inh: growth inhibitors of tim23-1 mutant yeast; S. cerevisiae tim23-1 growth, BacTiter-Glo luminescence, 24 h; inhibition, % at 20 µM; 330,000 tested, 1.3% active; AID 463212;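 active = growth inhibition of the mutant yeast at or above 50%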;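 note: temperature-sensitive mutant grown at 25 °C; plate controls were DMSO-treated mutant yeast for no effect and medium wells lacking yeast for full effect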
UPR XBP1 act: activators of adaptive arm of unfolded protein response (XBP1) | activation, % at 20 µM | CHO-XBP1 luciferase reporter, IRE1-XBP1 UPR activation, luminescence; percent of tunicamycin response, DMSO as zero | AID 463104 | 330,000 tested, 0.33% active;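 active = versus positive control, 20 µM dose yields 30% or more activation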;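 note: 100% = tunicamycin at 10 µg/mL and 0% = DMSO only wells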
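Material: CHO-XBP1 cells stably carrying IRE1-XBP1-driven luciferase reporter / Amount: 1000 cells per well / Compound: 20 µM, 1% DMSO / Times: 6 h treatment, 37 °C / Detection: luciferase luminescence / Measure: % activation of reporter signal versus tunicamycin and DMSO controls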
697 NFkB inh: inhibitors of the PMA/ionomycin-induced NF-kB reporter in 697 B cells; 330,000 tested, 0.33% active; 697 B-cell NF-kB luciferase reporter, 16 h; AID 435022; inhibition, % at 4 µM; in the data active = inhibition above about 35%
Jurkat NFkB inh: lowers PMA/ionomycin-induced NF-kB signal in Jurkat cells | AID 435003 | PMA/ionomycin-induced NF-kB luciferase reporter, luminescence | 330,000 tested, 0.53% active | inhibition, % at 4 µM; in the data active = inhibition above about 50%
* = called active by the depositor.

Codes – A = UPR CHOP act; B = APJ ag; C = Mdm2-MdmX inh; D = APJ antag; E = tim23-1 inh; F = UPR XBP1 act; G = 697 NFkB inh; H = Jurkat NFkB inh
CCn1nc(C(=O)Nc2nc3ccc(C)cc3s2)c2ccccc2c1=O
  A = 1.4 | B = 1 | C = 3 | D = 13 | E = 9 | F = 4 | G = -1 | H = 0

COc1ccc(OC)c(NC(=O)CSc2nnc(CNC(=O)c3ccccc3F)o2)c1
  A = -0.7 | B = -2 | C = -2 | D = 24 | E = 2 | F = -9 | G = -2 | H = 7

Cc1ccc(C(=O)N/C(=C\c2cccs2)C(=O)NCCCn2ccnc2)cc1
  A = 1.7 | B = -1 | C = 14 | D = 4 | E = 0 | F = -2 | G = 8 | H = 4

CC(=O)Nc1ccc(-c2csc(Nc3ncccn3)n2)cc1
  A = 5.0 | B = -4 | C = -40 | D = -7 | E = 2 | F = 0 | G = -112 | H = -118

COc1ccc(N2C(=O)C3ON(C4SC(=S)N(C)C4(C)C)C(c4ccc(Cl)cc4)C3C2=O)cc1 (configuration not stated)
  A = -2.0 | B = -1 | C = 12 | D = -1 | E = 10 | F = -1 | G = 9 | H = -2

CCCCNC(=O)CCn1nc(-c2ccc(C)cc2)c2ccccc2c1=O
  A = 0.8 | B = -4 | C = 11 | D = -8 | E = 28 | F = -3 | G = -10 | H = -16

CC1CCC/C(=C(\C#N)c2nc(-c3cc4ccccc4oc3=O)cs2)C1 (configuration not stated)
  A = 3.4 | B = -1 | C = -3 | D = 0 | E = 18 | F = -1 | G = -223 | H = -104

CCc1ccc(-c2nc(CCl)cs2)cc1
  A = 5.8 | B = -1 | C = -33 | D = -3 | E = 12 | F = 4 | G = -122 | H = -59

Cc1ccc(C(=O)NC(C)c2ccccc2)o1 (configuration not stated)
  A = -1.4 | B = -1 | C = 22 | D = -11 | E = 1 | F = 2 | G = 16 | H = 5

NC(=O)CC(NC(=O)c1ccccc1)c1ccc(NCCc2ccc(Cl)cc2)c([N+](=O)[O-])c1 (configuration not stated)
  A = -2.0 | B = -3 | C = -12 | D = 11 | E = -9 | F = -2 | G = -12 | H = 2

CC(=O)c1cccc(Nc2nc(-c3sc(N)nc3C)cs2)c1
  A = 3.8 | B = 1 | C = 1 | D = 7 | E = 12 | F = -1 | G = -1 | H = -15

CC(=O)Nc1ccc(NC(=O)CSc2ccc3nnc(CCNS(=O)(=O)c4ccc(C)cc4)n3n2)cc1
  A = 1.4 | B = 0 | C = -15 | D = 14 | E = -7 | F = -3 | G = -7 | H = -1

COc1ccccc1NC(=O)Nc1nc(CC(=O)N2CCN(c3ccc(F)cc3)CC2)cs1
  A = 5.0 | B = 10 | C = 70* | D = -26 | E = 28 | F = -1 | G = -7 | H = 7

CCCCCCN(C(=O)CCCCCN1C(=O)NC(c2ccc(C(C)(C)C)cc2)C(C(=O)OCc2ccccc2)=C1C)C(C(=O)NCCCC)c1ccc(OCC(=O)OC)c(C(=O)OC)c1 (configuration not stated)
  A = 4.4 | B = 0 | C = 77* | D = 21 | E = 15 | F = -2 | G = 2 | H = 12

Cc1nn(-c2cccc([N+](=O)[O-])c2)c(N)c1-c1ccccc1
  A = 3.3 | B = -3 | C = -58 | D = 9 | E = 10 | F = -3 | G = -62 | H = -59

CCOc1ccc(S(=O)(=O)N2CCC(C(=O)NCc3ccncc3)CC2)cc1C
  A = 1.1 | B = 0 | C = 1 | D = 5 | E = 8 | F = -5 | G = 10 | H = 8

CC(C)(C)OC(=O)N1CCOCCOCCN(C(=O)OC(C)(C)C)CCOCC1
  A = 3.5 | B = -3 | C = -24 | D = 18 | E = 17 | F = 1 | G = 14 | H = -2

COc1cccc(OCC(O)CN2CCN(CCO)CC2)c1 (configuration not stated)
  A = 0.1 | B = -1 | C = -10 | D = 2 | E = -11 | F = -2 | G = -30 | H = -16

CCOC(=O)c1ccc(NC(=S)N2CCN(Cc3ccccc3)CC2)cc1
  A = 0.3 | B = -1 | C = 13 | D = 8 | E = 8 | F = -3 | G = 13 | H = 9

COc1ccc(OC)c(NC(=O)CCNC(=O)Cn2cnc3ccccc3c2=O)c1
  A = -1.7 | B = 0 | C = 10 | D = -12 | E = 19 | F = -1 | G = 13 | H = 8

CC1(C)CC(=O)N(CC(=O)NCc2ccc(F)cc2)c2ccccc2S1(=O)=O
  A = 0.1 | B = -3 | C = -33 | D = 9 | E = 22 | F = 1 | G = 11 | H = 5

CS(=O)(=O)c1ccc2nc(NC(=O)c3cccc(NS(=O)(=O)c4ccc(F)c(F)c4)c3)sc2c1
  A = 4.3 | B = -7 | C = -2 | D = 15 | E = 6 | F = -2 | G = -9 | H = -3

C=CCc1ccc(OCC(O)COCC)c(OC)c1 (configuration not stated)
  A = 0.3 | B = -4 | C = -20 | D = -19 | E = 7 | F = -1 | G = -30 | H = -45

O=C(NNC(=O)c1ccc(NC(=O)c2ccccc2)cc1)c1ccccc1
  A = -1.7 | B = -4 | C = -4 | D = 2 | E = 4 | F = 0 | G = 11 | H = 2

O=C1CC/C=C\C[C@@H](CC(=O)N(CCO)Cc2ccccc2)C(=O)NCCO1
  A = -0.1 | B = -3 | C = -3 | D = 5 | E = -1 | F = 0 | G = 3 | H = 0

Eleven entries from above, tab-delimited.
molecule	UPR CHOP act	APJ ag	Mdm2-MdmX inh	APJ antag	tim23-1 inh	UPR XBP1 act	697 NFkB inh	Jurkat NFkB inh
CCn1nc(C(=O)Nc2nc3ccc(C)cc3s2)c2ccccc2c1=O	1.4	1	3	13	9	4	-1	0
COc1ccc(OC)c(NC(=O)CSc2nnc(CNC(=O)c3ccccc3F)o2)c1	-0.7	-2	-2	24	2	-9	-2	7
Cc1ccc(C(=O)N/C(=C\c2cccs2)C(=O)NCCCn2ccnc2)cc1	1.7	-1	14	4	0	-2	8	4
CC(=O)Nc1ccc(-c2csc(Nc3ncccn3)n2)cc1	5.0	-4	-40	-7	2	0	-112	-118
COc1ccc(N2C(=O)C3ON(C4SC(=S)N(C)C4(C)C)C(c4ccc(Cl)cc4)C3C2=O)cc1 (configuration not stated)	-2.0	-1	12	-1	10	-1	9	-2
CCCCNC(=O)CCn1nc(-c2ccc(C)cc2)c2ccccc2c1=O	0.8	-4	11	-8	28	-3	-10	-16
CC1CCC/C(=C(\C#N)c2nc(-c3cc4ccccc4oc3=O)cs2)C1 (configuration not stated)	3.4	-1	-3	0	18	-1	-223	-104
CCc1ccc(-c2nc(CCl)cs2)cc1	5.8	-1	-33	-3	12	4	-122	-59
Cc1ccc(C(=O)NC(C)c2ccccc2)o1 (configuration not stated)	-1.4	-1	22	-11	1	2	16	5
NC(=O)CC(NC(=O)c1ccccc1)c1ccc(NCCc2ccc(Cl)cc2)c([N+](=O)[O-])c1 (configuration not stated)	-2.0	-3	-12	11	-9	-2	-12	2
CC(=O)c1cccc(Nc2nc(-c3sc(N)nc3C)cs2)c1	3.8	1	1	7	12	-1	-1	-15

Other compounds.
Codes – A = UPR CHOP act; B = APJ ag; C = Mdm2-MdmX inh; D = APJ antag; E = tim23-1 inh; F = UPR XBP1 act; G = 697 NFkB inh; H = Jurkat NFkB inh
Cc1ccccc1/C=C1\SC(=S)N(/N=C/c2cc([N+](=O)[O-])ccc2O)C1=O
  A = -0.5 | B = -3 | C = -11 | D = 7 | E = 32 | F = -3 | G = 15 | H = -10

O=C(COC(=O)/C=C/c1ccc([N+](=O)[O-])cc1)Nc1ccc(F)cc1
  A = 0.3 | B = -1 | C = 0 | D = 0 | E = 16 | F = -3 | G = -13 | H = 2

CCOCC(=O)Nc1nnc(SCCOC)s1
  A = 1.4 | B = -1 | C = 4 | D = 16 | E = 8 | F = 5 | G = 14 | H = 4

COc1nccnc1NS(=O)(=O)c1ccc(N=Cc2c(C)[nH]n(-c3ccc(C)c(C)c3)c2=O)cc1
  A = 2.8 | B = 4 | C = 13 | D = -31 | E = 20 | F = -1 | G = 2 | H = -6

Cc1csc2nc(COC(=O)CNC(=O)c3ccc(Cl)cc3)cc(=O)n12
  A = 1.2 | B = -1 | C = -13 | D = 8 | E = 3 | F = -3 | G = 0 | H = 4

Cc1ccc2c(c1)-c1[nH]c(=S)ncc1CS2
  A = 0.7 | B = -3 | C = -15 | D = 13 | E = 41 | F = -2 | G = -6 | H = 3

O=C(CN1C(=O)NC2(CCCCCC2)C1=O)NCc1ccc(F)cc1
  A = 0.3 | B = -1 | C = -1 | D = 9 | E = -5 | F = 0 | G = 14 | H = -3

COc1ccc(-c2cn(Cc3ccc(C(=O)c4ccccc4)cc3)nn2)cc1
  A = 5.0 | B = 0 | C = -16 | D = 6 | E = 11 | F = 1 | G = -106 | H = -27

CNC(=O)c1ccc(OCc2ccccc2)c(OC)c1
  A = 1.6 | B = 2 | C = -16 | D = -29 | E = 10 | F = -1 | G = -4 | H = -15

CCc1nnc2n1N=C(c1ccc(OC)cc1)CS2
  A = -3.4 | B = -2 | C = 31 | D = -8 | E = 14 | F = 1 | G = -4 | H = 19

CC12Cc3ccc4ccccc4c3C=C1C[N+](C)(C)C2 (configuration not stated)
  A = 0.2 | B = 1 | C = 6 | D = -57 | E = 9 | F = 0 | G = -2 | H = -6

CCn1cc([N+](=O)[O-])c(C(=O)Nc2nc(-c3ccc(C)cc3)c(C)s2)n1
  A = 1.2 | B = 1 | C = 55* | D = 12 | E = 9 | F = -1 | G = 5 | H = -1

COc1ccc(-c2csc(N)n2)cc1F
  A = 1.6 | B = -1 | C = -12 | D = -7 | E = 7 | F = 1 | G = -30 | H = -38

CC(Cc1cccs1)NC(=O)Nc1ccc([N+](=O)[O-])cc1 (configuration not stated)
  A = 2.6 | B = -2 | C = -6 | D = 14 | E = 7 | F = 3 | G = -36 | H = -19

CC(C)CN1C(=O)NC(NC(=O)c2cccnc2)(C(F)(F)F)C1=O (configuration not stated)
  A = -2.3 | B = 1 | C = 6 | D = -11 | E = 3 | F = -2 | G = 15 | H = 9

COc1ccc(OC)c(C2NC(=O)NC(C)=C2C(=O)Nc2ccc(C)cc2C)c1 (configuration not stated)
  A = -1.0 | B = 0 | C = -19 | D = -9 | E = 6 | F = 1 | G = 16 | H = -3

CCC(=O)N1CCc2cc(S(=O)(=O)NCCC(=O)N3CCN(Cc4ccccc4)CC3)ccc21
  A = 0.5 | B = -3 | C = 22 | D = 14 | E = -2 | F = -2 | G = 21 | H = 1

COc1ccccc1-c1cc(C(=O)N2CCOCC2)no1
  A = 7.7 | B = -1 | C = 1 | D = 15 | E = 7 | F = 0 | G = -76 | H = -88

CCN(CCn1cccn1)C(=O)c1cccc(OC2CCN(S(C)(=O)=O)CC2)c1
  A = -0.5 | B = -1 | C = -3 | D = 14 | E = 7 | F = -3 | G = 7 | H = -6

CCOC(=O)CC(=O)CSc1nc2ccccc2c(=O)n1-c1ccc(C(=O)NCCOC)cc1
  A = -0.7 | B = -3 | C = -21 | D = 10 | E = 7 | F = 1 | G = 11 | H = 10

CC1CC(C)(C)NC(=S)N1CC(=O)NCc1ccccc1Cl (configuration not stated)
  A = 0.3 | B = 2 | C = -20 | D = 7 | E = -1 | F = 1 | G = 0 | H = -11

O=C1CCC[C@@H]2[C@H]3CCC[N+]4([O-])CCC[C@@H](CN12)[C@@H]34 (some centres not stated)
  A = 1.7 | B = -1 | C = -7 | D = 13 | E = 0 | F = -3 | G = -7 | H = 0

Cc1ccc(NC(=O)CN(C)C(=O)CCC(=O)c2cccs2)cc1
  A = 2.3 | B = -4 | C = -15 | D = -15 | E = -2 | F = -1 | G = -2 | H = -8

Nc1ccc(C(=O)OCCCc2nc3ccccc3[nH]2)cc1
  A = -0.1 | B = -2 | C = -1 | D = 11 | E = 6 | F = 7 | G = 18 | H = 17
